Assay outcomes as filed in PubChem.
UDG counter: UDG inhibition counter-screen | 91,000 compounds, 0.14% hits | FRET deamination/UDG coupled assay, UDG read, 4 h | Potency, µM (titrated, usually from 115 µM), for inactives: at the top dose activity change, negative = inhibition, most hits filed as inhibitors; note: nearly all actives have a fitted effect of over 65% in size
AID inhibitor: blocks human AID cytidine deaminase activity. 91,000 compounds, 0.32% hits. AID deamination FRET fluorescence, UDG-coupled, 4 h. AID 1347428. Potency, µM (series often up to 115 µM), inactives show top-dose activity change, negative = inhibition, actives largely listed as inhibitors; note: nearly all actives have a fitted effect of over 25% in size
Target sequence (Q9GZX7 whole entry, looked up): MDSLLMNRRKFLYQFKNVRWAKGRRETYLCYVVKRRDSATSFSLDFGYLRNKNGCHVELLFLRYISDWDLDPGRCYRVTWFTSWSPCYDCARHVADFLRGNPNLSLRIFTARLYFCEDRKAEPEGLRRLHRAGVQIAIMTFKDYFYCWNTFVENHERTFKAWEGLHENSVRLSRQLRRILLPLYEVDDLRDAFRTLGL
* = called active by the depositor; & = joins results of further samples; [ ] = another dose, or the depositor's remark. Calls come from the whole dose curve; as a rule, active = well fitted curve in the direction sought with a large enough effect; inconclusive = small, poorly fitted or top-dose-only effect, or another doubt; inactive = no such curve, though single readings can be large; an effect the other way counts as inactive or inconclusive. % is set by controls: 0 for no effect and ±100 for the full control effect; potency is the fitted concentration of half-maximal effect.

Screening Cc1cccc(-n2nnc(C(=O)NC3CCCCC3)c2N)c1 returned UDG counter -3.8% and AID inhibitor -8.1%.
`Cc1ccc(-n2c(=O)c3c4c(sc3n(CC(=O)Nc3cccc(Cl)c3)c2=O)CCCCC4)cc1C` gave UDG counter -9.0% and AID inhibitor 21.7%.
`Cc1nc2ccccc2c(C)c1CC(=O)NCCc1ccccc1F` gave UDG counter 2.6% and AID inhibitor 8.0%.
Screening O=C(Nc1ccc(C(=O)N2CCOCC2)cc1)c1cc(-c2ccc(Cl)s2)nc2ccccc12 returned UDG counter -6.1% and AID inhibitor -13.1%.
`CC(C)(CNC(=O)C1CCCC1)c1ccccc1` gave UDG counter 2.2% and AID inhibitor -0.9%.
Cc1cc(C)cc(Nc2nc(-c3cccnc3)nc3ccccc23)c1 was read as UDG counter -1.4% and AID inhibitor 4.7%.
`Cc1cc(Nc2nc3ccccc3c3nnc(C)n23)ccc1Br` gave UDG counter -7.1% and AID inhibitor 3.9%.
Screening CC1CCN(c2nn3c(=O)c(C(=O)NCCCOC(C)C)cnc3s2)CC1 returned UDG counter 0.0% and AID inhibitor -1.4%.
COc1ccccc1/C=C/c1nc(C#N)c(N2CCN(Cc3ccccc3)CC2)o1 was read as UDG counter -1.8% and AID inhibitor -11.5%.
CCOC(=O)c1ccc(NC(=O)CS(=O)(=O)Cc2nc(-c3ccc(C)cc3)oc2C)cc1 was read as UDG counter 3.0% and AID inhibitor -7.1%.
CCCCCOc1ccc(C(=O)C2CC2)cc1 was read as UDG counter -1.9% and AID inhibitor -12.5%.
For COc1ccccc1C(=O)NCCn1cc(SCc2ccccc2Cl)c2ccccc21 the results were UDG counter -9.1% and AID inhibitor inconclusive.
For CCCCCCCCCCS(=O)(=O)Nc1cc(Br)c2cccnc2c1 the results were UDG counter -15.6% and AID inhibitor 20.4%.
`Cc1ccc(N(Cc2cccs2)C(=O)c2ccccc2)cc1` gave UDG counter -7.2%&-24.2% and AID inhibitor inconclusive.
CCN(C(C)=O)C1CCN(C(C)c2ccccc2)C1 (configuration not stated) was read as UDG counter 1.3% and AID inhibitor -1.7%.
For COCCCNC(=O)c1ccc2nc(CCc3ccccc3)oc2c1 the results were UDG counter 8.1% and AID inhibitor -0.6%.
Screening Cc1ccc(N(CC(=O)NCc2ccc(OC(C)C)cc2)S(=O)(=O)N(C)C)cc1 returned UDG counter -12.7%[57.5 µM] and AID inhibitor 1.5%.
COc1cc2c(cc1OC)C(COc1ccc3c(C)cc(=O)oc3c1)N(C(=O)C(C)C)CC2 (configuration not stated) was read as UDG counter 0.0% and AID inhibitor -1.6%.
`CCOCc1ccccc1CNC(=O)c1cccs1` gave UDG counter 3.6% and AID inhibitor 0.3%.
Screening Cc1nc(C)c(CCNS(=O)(=O)c2ccc(F)cc2)s1 returned UDG counter 2.1% and AID inhibitor 10.3%.
`CN(Cc1ccccc1)S(=O)(=O)c1nnc(NC(=O)c2ccccc2Cl)s1` gave UDG counter 7.6%[57.5 µM] and AID inhibitor -29.0%.
`COc1ccc(C(=O)Oc2ccccc2C)cc1Br` gave UDG counter -4.4% and AID inhibitor -6.6%.
For COC(=O)Cc1c(C)c2ccc3c(c2oc1=O)CN(Cc1ccc(C)cc1)CO3 the results were UDG counter 13.0% and AID inhibitor 34.6%[activator].
Screening O/N=C/c1cccc(Cl)c1 returned UDG counter 1.8% and AID inhibitor -2.5%.
`Fc1ccc(Br)cc1-c1nnc2sc(Cn3cccn3)nn12` gave UDG counter 5.7% and AID inhibitor 8.1%.
CCNC(=O)c1ccccc1OCc1ccc(F)cc1 was read as UDG counter -1.3% and AID inhibitor -4.5%.
For CCOc1cc(CNCc2ccco2)ccc1O the results were UDG counter 1.9% and AID inhibitor 4.2%.
COc1ccccc1C(=O)Nc1c(C(=O)Nc2cc(Cl)ccc2C)sc2nc(C)cc(C)c12 was read as UDG counter -2.0% and AID inhibitor -15.0%.
CCCCC(=O)OC1=C(C(C)=O)N(Cc2ccccc2)S(=O)(=O)c2ccccc21 was read as UDG counter -11.3% and AID inhibitor -18.4%.
For Cc1ccc(OCCSc2nc3ccc(NC(=O)c4ccc(F)cc4)cc3s2)cc1 the results were UDG counter 15.5% and AID inhibitor 15.0%.
CCn1c(=O)cc(SCC(=O)NCc2ccc(F)cc2Cl)c2ccccc21 was read as UDG counter -27.9% and AID inhibitor inconclusive.
Cc1ccc(NC(=O)Cn2cc(S(=O)(=O)Cc3ccccc3)c3ccccc32)cc1C was read as UDG counter 4.9% and AID inhibitor 193.9%[activator].
CCOc1cc(C(=O)OC(C)C(N)=O)ccc1OC (configuration not stated) was read as UDG counter 3.4% and AID inhibitor 1.6%.
`COc1ccc(N2CCN(C(=O)c3ccc4nc(N5CCC(C)CC5)sc4c3)CC2)cc1` gave UDG counter -8.3% and AID inhibitor 3.7%.
For Cc1nn2c(=O)cc(COC(=O)c3cccc(NC(=O)COc4ccccc4Cl)c3)nc2s1 the results were UDG counter -6.8% and AID inhibitor -1.3%.
For COC(=O)c1ccc(CNC(=O)CC2Sc3ccccc3NC2=O)cc1 (configuration not stated) the results were UDG counter 12.2% and AID inhibitor 4.4%.
For Cc1ccccc1Nc1nc(-c2cccc(Cl)c2)c2c(n1)-c1ccccc1OC2 the results were UDG counter -9.0% and AID inhibitor -29.3%.
`CSCCC(NC(=O)c1ccc(C#CC(C)(C)O)cc1)C(=O)O` (configuration not stated) gave UDG counter 14.6% and AID inhibitor 11.3%.
For Cc1nn(C)c(C)c1CCC(=O)Nc1nccs1 the results were UDG counter 9.1% and AID inhibitor -1.3%.
Screening Cc1cccc(OCC(=O)NNC(=O)c2ccc3c(c2)NC(=O)C(C)S3)c1 (configuration not stated) returned UDG counter 7.7% and AID inhibitor 9.6%.
For COc1ccc(C(=O)COc2ccc(C#N)cc2OC)cc1F the results were UDG counter -9.8% and AID inhibitor 1.1%.
For CC(C)(C)c1ccc(-c2nnc(SCCOc3ccccc3Cl)n2-c2ccccc2)cc1 the results were UDG counter -6.4% and AID inhibitor -15.4%.
For CCCN(CCC)C(=O)c1cc2c(=O)n3cccc(C)c3nc2n1C the results were UDG counter 0.9% and AID inhibitor inconclusive.
For COc1ccc(C)cc1NS(=O)(=O)c1c(C(=O)N2CCC(C)CC2)c(C)n(C)c1C the results were UDG counter 6.6% and AID inhibitor 22.9%.
Screening COc1ccc(NC(=O)c2cccc(C)c2)c2cccnc12 returned UDG counter -3.1% and AID inhibitor 3.0%.
Screening CCOc1ccc(/C=C/c2nc(C#N)c(NCCCn3ccnc3)o2)cc1 returned UDG counter 3.3% and AID inhibitor 1.1%.
For CCCNC(=O)NC(=O)CN1CCCN(Cc2ccc(C#N)cc2)CC1 the results were UDG counter 0.9% and AID inhibitor -6.7%.
Cc1ccc2oc(-c3ccc(C)c(NC(=O)C(C)(C)Oc4ccc(Cl)cc4)c3)nc2c1 was read as UDG counter -3.3% and AID inhibitor -4.9%.
For COc1ccc(-c2noc(CSc3nnc(C)n3-c3ccc(F)cc3)n2)cc1 the results were UDG counter 79.4µM* and AID inhibitor -23.8%.
`COc1ccc(S(=O)(=O)N(CC(=O)Nc2cccnc2)c2ccc(C)cc2)cc1OC` gave UDG counter -0.2% and AID inhibitor 8.6%.

Reprinted at random: five records from the list, in no set order.
For CCCN(CCC)C(=O)c1cc2c(=O)n3cccc(C)c3nc2n1C the results were UDG counter 0.9% and AID inhibitor inconclusive.
For CC(C)(C)c1ccc(-c2nnc(SCCOc3ccccc3Cl)n2-c2ccccc2)cc1 the results were UDG counter -6.4% and AID inhibitor -15.4%.
For CCCNC(=O)NC(=O)CN1CCCN(Cc2ccc(C#N)cc2)CC1 the results were UDG counter 0.9% and AID inhibitor -6.7%.
Screening CCOc1ccc(/C=C/c2nc(C#N)c(NCCCn3ccnc3)o2)cc1 returned UDG counter 3.3% and AID inhibitor 1.1%.
`COc1ccc(S(=O)(=O)N(CC(=O)Nc2cccnc2)c2ccc(C)cc2)cc1OC` gave UDG counter -0.2% and AID inhibitor 8.6%.

Next structures
For Fc1ccc(OCc2nnc(-c3ccc(Br)cc3)o2)cc1 the results were UDG counter 1.1% and AID inhibitor -11.7%.
Screening CC1Cc2cc(S(=O)(=O)CCC(=O)NCc3ccc(Cl)cc3)ccc2N1C(=O)C1CC1 (configuration not stated) returned UDG counter -1.8%[57.5 µM] and AID inhibitor 6.7%.
Screening Cc1nnc(NC(=O)c2nc(S(=O)(=O)Cc3ccccc3)ncc2Cl)s1 returned UDG counter 4.8% and AID inhibitor 20.5%.
For COc1ccc2oc(=O)c(C(=O)NC(C)c3ccccc3)cc2c1 (configuration not stated) the results were UDG counter -5.0% and AID inhibitor -10.9%.
Cn1cc(/C=C(\NC(=O)c2ccco2)C(=O)NCCO)c2ccccc21 was read as UDG counter 5.4% and AID inhibitor 6.5%.
O=C(Nc1ccc(Cl)cc1F)c1cnc2sc(N3CCOCC3)nn2c1=O was read as UDG counter 13.2% and AID inhibitor 7.6%.
Screening Cc1ccc(Cl)cc1N1CCN(C(=O)c2cccn3c(=O)c4cc(Cl)ccc4nc23)CC1 returned UDG counter 9.4% and AID inhibitor 21.1%.
Screening CCc1ccccc1N(CC)C(=O)Cn1nc(Cc2ccncc2)c2ccccc2c1=O returned UDG counter 5.5%[57.5 µM] and AID inhibitor -16.5%.
O=C(c1ccc2c(c1)nc1n2CCCC1)N1CCN(c2ccccc2)CC1 was read as UDG counter -9.6% and AID inhibitor -11.8%.
`N#C/C(=C\c1cccc(OCCOc2ccccc2)c1)c1nc2ccccc2[nH]1` gave UDG counter -0.4% and AID inhibitor -0.3%.
`O=C(O)CCSc1ccccc1F` gave UDG counter 4.4% and AID inhibitor -3.0%.
CC1(C)Cc2ccccc2C(NC(=O)c2ccc(Cl)cc2Cl)=C1C#N was read as UDG counter 3.8% and AID inhibitor 11.5%.
For COc1ccc(C(=O)N2CCN(c3oc(-c4cccs4)nc3C#N)CC2)cc1OC the results were UDG counter -1.7% and AID inhibitor -4.1%.
Screening CCCCCCOc1ccc(C(=O)OCC(=O)c2ccc(Cl)cc2)cc1 returned UDG counter 5.8% and AID inhibitor 6.3%.
`CCn1nc(C(=O)Nc2ccccc2Oc2ccccc2)c2ccccc2c1=O` gave UDG counter -4.3% and AID inhibitor -12.8%.
`Cc1ccc(NC(=O)C(Cc2ccccc2)NS(=O)(=O)c2ccc3c(c2)oc(=O)n3C)cc1C` (configuration not stated) gave UDG counter -9.5% and AID inhibitor 15.3%.
Screening Cc1csc2nc(COC(=O)c3ccc(NC(=O)COc4ccccc4F)cc3)cc(=O)n12 returned UDG counter -19.3% and AID inhibitor inconclusive.
`Cc1ccc(-n2ncc3c(NC4CCCCC4)ncnc32)c(C)c1` gave UDG counter -2.6% and AID inhibitor -3.7%.
For CCc1ccc2occ(CC(=O)Nc3ccc(C)c(C)c3)c2c1 the results were UDG counter inconclusive and AID inhibitor inconclusive.
For CN(Cc1ccco1)S(=O)(=O)c1nnc(NC(=O)c2ccccc2)s1 the results were UDG counter 0.4%[57.5 µM] and AID inhibitor 27.1%.
`CCc1ccc(OCC(O)Cn2cnc3ccc(Cl)cc3c2=O)cc1` (configuration not stated) gave UDG counter 7.9% and AID inhibitor 1.2%.
Screening COc1cccc(CN2c3ccccc3-c3nc(SCC(=O)Nc4cccc(C)c4)ncc3S2(=O)=O)c1 returned UDG counter -6.1% and AID inhibitor 167.1%[activator].
COc1ccccc1CCNC(=O)CCn1c(=O)c2cccn2c2ccc(F)cc21 was read as UDG counter 5.1%[57.5 µM] and AID inhibitor 9.6%.
Cc1cccc(-c2nc3ccccc3s2)c1 was read as UDG counter -1.8% and AID inhibitor 1.2%.
Screening Cn1c(=O)c2sccc2n2c(CCC(=O)NCc3ccc(Cl)cc3)nnc12 returned UDG counter -2.6% and AID inhibitor -2.2%.
N#C/C(=C/c1ccccc1)c1ccc(C(F)(F)F)cn1 was read as UDG counter -0.8% and AID inhibitor -20.3%.
CCOC(=O)c1c(NC(C)=O)c2c3c(sc2n1Cc1nc(-c2ccc(Cl)cc2)oc1C)CCCC3 was read as UDG counter 3.7% and AID inhibitor 13.8%.
`CC(=O)c1ccccc1NC(=O)c1ccccc1Cc1ccccc1` gave UDG counter -1.2% and AID inhibitor -2.2%.
For O=C(NCCc1ccc(Cl)cc1)c1ccc(CSCc2cccc(Cl)c2)o1 the results were UDG counter -17.0%[57.5 µM] and AID inhibitor inconclusive.
COc1ccc(-c2cc(OC(=O)c3cccc(C)c3)c3c(C)oc(C)c3c(=O)c2)cc1 was read as UDG counter 5.1% and AID inhibitor -3.9%.
`Cc1ccc(CNC(=O)CCc2c(C)nn(-c3ccc(N4CCCCC4)nn3)c2C)cc1` gave UDG counter 9.0%[57.5 µM] and AID inhibitor 11.2%.
For COc1ccc(Cc2nccc3cc(OC)c(OC)cc23)cc1OC the results were UDG counter 11.0% and AID inhibitor 74.9%[activator].
CCCCNC(=S)N/N=C/C=C(/C)CCC=C(C)C was read as UDG counter -7.1% and AID inhibitor -5.6%.
For CSc1ccc(C2C3=C(CCCC3=O)OC3=C2C(=O)CCC3)cc1 the results were UDG counter -2.9% and AID inhibitor -9.4%.
`CC(NC(=O)C1CCOCC1)C(=O)O` (configuration not stated) gave UDG counter -1.5% and AID inhibitor 2.7%.
Screening Cc1cc(S(=O)(=O)NCCO)ccc1F returned UDG counter 4.7% and AID inhibitor -4.8%.
Screening COc1ccc(-c2noc(-c3ccc(N4CCOCC4)c([N+](=O)[O-])c3)n2)cc1 returned UDG counter 4.2% and AID inhibitor 17.0%.
Screening CCC(C(=O)NCCc1ccc(OC)c(OC)c1)n1nc(C)c2sc3ccccc3c2c1=O (configuration not stated) returned UDG counter -16.0% and AID inhibitor -10.3%.
`Cc1cc2oc(C(=O)NCC(c3ccco3)N3CCCCC3)cc(=O)c2cc1C` (configuration not stated) gave UDG counter -9.3% and AID inhibitor -18.0%.

An excerpt; count on the stated rates, not on these rows.
